# Compound activity as filed in PubChem.
# GC-B act: GC-B (human) receptor activation; P20594; HEK293-GC-B cells, CNP EC30, cGMP TR-FRET; 0% at EC30 CNP, 100% saturating CNP; activation, % at 10 µM; hit rate 0.11% among 370,000; AID 1920062;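 active = activation at 10 µM reaching about 35% in either raw or pattern-adjusted values, limit read from the data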
# TDP2 absorb: TDP2 (human) inhibition, absorbance primary screen. recombinant TDP2, T5PNP hydrolysis, p-nitrophenol absorbance 415 nm. hit rate 0.34% among 370,000. O95551. inhibition, % at 12.8 µM. AID 720702;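 active = inhibition above the mean of all tested compounds plus 3 SD, set per campaign, cut at about 25% in these data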;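 note: 0% = DMSO with enzyme and 100% = buffer with substrate but no TDP2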
#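 Assay system: recombinant human TDP2 / Reagent: T5PNP substrate at 5 mM, a TopII-DNA adduct mimic / Measured by: epi absorbance from released p-nitrophenol / Evaluation: % inhibition relative to enzyme-containing and enzyme-free wells / Control set: enzyme-free and DMSO wells / Replicates: each compound tested once, singlicate / Schedule: enzyme reaction with compound for 2 h at 37 °C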
# rCAG RNA binder: binds r(CAG) RNA repeats; inhibition, % at 3 µM; r(CAG) RNA repeat, TO-PRO-1 dye displacement fluorescence; AID 651821; hit rate 1.3% among 370,000;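 active = inhibition above the plate cutoff, the mean of all test compounds on that plate plus 3 SD, cut at about 35% in these data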;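 note: 0% = DMSO alone and 100% = 100 µM mitoxantrone as full dye displacement; higher means more dye released from RNA so lower well fluorescence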
# PRMT1 FP inh: PRMT1 (human) inhibition, primary screen; recombinant PRMT1, activity-based probe fluorescence polarization; inhibition, % at 2.79 µM; Q99873; AID 652257; hit rate 1.3% among 370,000;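 active = inhibition above about 21% made by adding two undisclosed values, limit read from the data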
# Target sequence (Q99873 whole entry, looked up): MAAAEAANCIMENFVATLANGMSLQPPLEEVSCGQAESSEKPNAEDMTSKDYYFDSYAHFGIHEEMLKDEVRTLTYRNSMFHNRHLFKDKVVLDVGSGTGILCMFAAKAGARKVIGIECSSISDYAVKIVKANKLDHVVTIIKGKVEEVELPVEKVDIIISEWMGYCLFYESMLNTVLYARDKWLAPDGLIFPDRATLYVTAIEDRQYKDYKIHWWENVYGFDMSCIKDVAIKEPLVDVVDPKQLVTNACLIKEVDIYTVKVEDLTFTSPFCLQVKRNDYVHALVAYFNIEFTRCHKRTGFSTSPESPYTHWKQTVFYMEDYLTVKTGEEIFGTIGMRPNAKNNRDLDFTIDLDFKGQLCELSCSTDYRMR
# mABHD4 FP: ABHD4 (mouse) inhibition, primary FP screen; Q8VD66; inhibition, % at 8.92 µM; purified mABHD4, FP-Rh probe fluorescence polarization; hit rate 0.54% among 370,000;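 active = inhibition exceeding the mean over every tested compound plus 3 SD, cut at about 30% in these data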;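 note: 0% = plate median of compound wells and 100% = S159A mutant with DMSO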
#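 System: mouse ABHD4 enzyme, wild type / Medium: HEPES pH 7.0, NaCl, Pluronic buffer / Reagent: FP-Rh activity-based fluorescent probe / Control set: S159A mutant high control, sample median low control / Detection: fluorescence polarization with parallel and perpendicular emission, 525/598 nm / Schedule: 45 min + 60 min at 25 °C / Compound dosing: 8.92 µM, single dose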
# HTRA1 inh: HTRA1 (human) protease inhibition. Q92743. recombinant HTRA1, FP-rhodamine activity-based probe, fluorescence polarization. inhibition, % at 5.96 µM. hit rate 0.5% among 340,000; in the data active = inhibition above about 36%;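 note: 0% = enzyme with DMSO and 100% = wells lacking enzyme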
# TCR CD3 inh: human TCR-CD3 binding inhibition; TAMRA-labeled TCR probe fluorescence, biochemical; inhibition, % at 9.4 µM; hit rate 0.37% among 360,000; in the data active = inhibition above about 19%;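 note: recombinant mutant TCR 2C K166C tagged with TAMRA read by polarization; 0% = receptor in buffer alone and 100% = receptor with positive control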
# MBD2 inh: blocks human MBD2 binding to methylated DNA; Q9UBB5; TR-FRET, MBD2 binding to methylated oligonucleotide; inhibition, % at 4.4 µM; hit rate 0.31% among 370,000; AID 686964; in the data active = inhibition above about 13%
# Target sequence (Q9UBB5 whole entry, looked up): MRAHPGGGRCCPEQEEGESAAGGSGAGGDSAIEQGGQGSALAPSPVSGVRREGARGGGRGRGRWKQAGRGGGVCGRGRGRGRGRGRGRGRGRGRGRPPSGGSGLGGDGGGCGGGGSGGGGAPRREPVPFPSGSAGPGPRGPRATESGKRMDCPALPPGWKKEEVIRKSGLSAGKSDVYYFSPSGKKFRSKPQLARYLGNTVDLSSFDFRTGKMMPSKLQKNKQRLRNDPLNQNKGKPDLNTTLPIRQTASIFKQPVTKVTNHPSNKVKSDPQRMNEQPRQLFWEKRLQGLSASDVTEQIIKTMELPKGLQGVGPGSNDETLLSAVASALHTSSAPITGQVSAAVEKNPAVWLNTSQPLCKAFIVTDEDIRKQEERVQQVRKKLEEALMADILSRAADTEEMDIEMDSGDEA
# SIAE inh: inhibitors of human sialic acid acetylesterase SIAE; hit rate 0.69% among 370,000; inhibition, % at 9.66 µM; SIAE FP-Rh probe binding, fluorescence polarization; Q9HAT2;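 active = inhibition above a cutoff: mean of compounds within the control limits plus 3 SD of those, cut at about 17% in these data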;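 note: 0% = plate median of compound wells and 100% = probe without SIAE protein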
# LEDGF integ inh: blocks HIV-1 LEDGF/p75-dependent DNA integration; TR-FRET IN-LEDGF/p75 DNA integration, Eu/Cy5; hit rate 0.64% among 370,000; inhibition, % at 3.7 µM;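 active = inhibition above the screen-wide mean plus 3 SD, cut at about 13% in these data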;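 note: signal is the Cy5 over europium emission ratio at 671 and 618 nm; 0% = plate median of compound wells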
# Starred values were filed as active, the others as inactive; · = no result given. A portion of the library; count on the stated rates, not on these rows.
SMILES,GC-B act,TDP2 absorb,rCAG RNA binder,PRMT1 FP inh,mABHD4 FP,HTRA1 inh,TCR CD3 inh,MBD2 inh,SIAE inh,LEDGF integ inh
COC(=O)[C@]12C[C@H](CC(=O)NCc3ccc(C)o3)C(=O)N(Cc3cccc4ccccc34)C1=C[C@H](COCc1ccccc1)O[C@@H]2C,4,-5,10,17,-6,·,·,-7,-3,10
CCCCOC(=O)CNc1n[nH]c(=S)[nH]c1=O,-9,-9,-2,-10,5,0,6,-1,-5,-1
Cc1ccc(CNC(=O)C2CC(=O)N(c3ccc(OCC(=O)N4CCCC4)cc3)C2)cc1 (centres undefined),-16,-1,-1,-1,-5,-1,-2,-7,-89,-1
COc1cc(/C=N/NC(=S)Nc2cccc(S(=O)(=O)N(C)C)c2)ccc1O,2,-7,10,3,2,6,6,0,6,4
Cc1cccc(-n2c(-c3csc(C)c3)n[nH]c2=S)c1,-3,-15,7,12,-1,8,5,1,10,1
CCCN(CC(=O)Nc1ccccc1OC)C(=O)c1cccc(S(=O)(=O)Nc2ccc(OC)cc2)c1,-7,12,2,1,0,-13,-4,0,10,-1
Cc1ccc(NC(=S)Nn2cnnc2)cc1,-3,-4,6,11,-3,-5,-8,1,1,7
Cn1c(=O)c2c(SCC(=O)N3CCOCC3)nc(C3CC3)nc2n(C)c1=O,5,1,0,-1,-1,1,10,2,1,0
COc1ccc(/C=C/C(=O)OCC(=O)Nc2ccc(N3CCOCC3)cc2)cc1,1,2,2,-5,-4,3,3,-3,5,1
CCOc1ccc(NC(=O)C2CC(C)=C(C)CC2C(=O)O)cc1 (centres undefined),1,2,4,1,1,1,1,-3,5,1
O=[N+]([O-])c1ccccc1S(=O)(=O)N1CCN(Cc2ccccc2)CC1,-11,-4,-3,4,2,-9,-11,3,-4,-6
COc1cc(NC(=O)CSc2ncccc2C(=O)OC(C)C)cc(OC)c1,3,-26,1,-4,-3,2,-7,-6,-3,6
CC1CCCCC1NC(=O)COC(=O)CN1C(=O)c2ccccc2C1=O (centres undefined),-1,5,2,-1,1,5,-3,-5,-2,10
CC1CCCCN1C(=O)COc1ccc2ccc(=O)oc2c1 (centres undefined),-1,3,-3,2,-5,-5,3,1,2,0
Cc1cccc(C2c3c(n(C)c(=O)n(C)c3=O)N=C3c4ccccc4C(=O)C32)c1 (centres undefined),-1,12,1,-1,3,-2,-3,-1,18*,-3
C=CCN1C(=O)[C@H](CC(=O)NCCC(C)C)[C@@]2(C(=O)OCC)CCCC=C12,13,10,-2,-6,0,·,·,-4,1,1
Cc1ccoc1C(=O)NCCNC(=O)c1occc1C,-2,-1,2,-1,6,0,7,1,3,2
Cc1ccc(-n2ncc3c(=O)n(-c4ccc(C)c(C)c4)c(-c4ccco4)nc32)cc1,0,-4,10,-1,-9,-23,4,5,-14,3
O=C(CN1C(=O)c2ccccc2C1=O)NCc1ccncc1,2,10,2,-6,-2,9,2,-6,-2,1
COc1cc(NC(=O)C(=O)NNC(=O)C2CCCCC2)c(OC)cc1Cl,-3,-4,4,-1,-5,-2,3,2,3,0
CN(CCO)c1ccc2c(c1)Oc1ccccc1CN(Cc1cn(Cc3ccc(F)cc3)nn1)S2(=O)=O,1,-2,1,-3,-7,·,·,2,5,4
CCCCCCCCN1C(=O)[C@H](CC(=O)NCc2cccc(C(F)(F)F)c2)C[C@@]2(C(=O)OCC)CCC=C12,10,-1,4,1,-4,·,0,0,-5,-3
O=[N+]([O-])c1ccccc1CNC(Cc1ccccc1)c1ccccc1 (centres undefined),-2,-17,-2,10,-8,-12,-6,6,1,-3
COc1cc(NC(=O)c2ccccc2[N+](=O)[O-])ccc1NC(=O)c1cc2ccccc2o1,-1,5,21,3,-10,-17,-1,1,2,6
Cc1ccc(N(C(=O)c2csnn2)C(C(=O)NC2CCCCC2)c2cccnc2)c(C)c1 (centres undefined),3,-1,1,-2,0,7,-3,4,-3,-1

# Some entries already given with just LEDGF integ inh and TCR CD3 inh.
SMILES,LEDGF integ inh,TCR CD3 inh
Cc1ccoc1C(=O)NCCNC(=O)c1occc1C,2,7
Cc1ccc(N(C(=O)c2csnn2)C(C(=O)NC2CCCCC2)c2cccnc2)c(C)c1 (centres undefined),-1,-3
COc1cc(/C=N/NC(=S)Nc2cccc(S(=O)(=O)N(C)C)c2)ccc1O,4,6

# (listing goes on)
SMILES,GC-B act,TDP2 absorb,rCAG RNA binder,PRMT1 FP inh,mABHD4 FP,HTRA1 inh,TCR CD3 inh,MBD2 inh,SIAE inh,LEDGF integ inh
CC1Cc2ccccc2N1S(=O)(=O)c1cccc(C(=O)NCCCn2ccnc2)c1 (centres undefined),-5,-4,-4,-2,-2,4,0,-5,6,3
COc1ccc(NC(=O)COC(=O)CN2C(=O)C3CC=CCC3C2=O)c([N+](=O)[O-])c1 (centres undefined),-1,-1,4,2,2,1,-5,-4,5,-5
Cc1cc(C)n2cnnc2n1,3,-9,-2,5,11,·,-6,1,4,-4
CC1CCCCN1C(=O)c1ccc(C(=O)c2ccccc2)cc1 (centres undefined),4,-11,3,2,4,-1,-7,-1,0,-4
COc1ccccc1CCn1cnc(-c2ccc(Cl)cc2)c1CC(C)C,4,5,0,2,5,·,-5,-2,-5,0
O=S1(=O)c2ccc(N3CCN(Cc4ccccc4F)CC3)cc2Oc2ccccc2CN1Cc1cn(Cc2ccc(Cl)cc2)nn1,2,-16,12,-4,-6,·,·,0,-18,4
CC(C)Cn1cc(-c2cncc3nccn23)cn1,2,9,0,4,-1,·,-8,2,-3,-6
CCN(C(=O)CSc1ccc2ccccc2c1)C1CCS(=O)(=O)C1 (centres undefined),6,6,1,-2,-6,3,1,4,1,0
Cc1ccc(C(=O)NC(=S)NCC(=O)c2ccccc2)cc1,-2,3,2,-4,-8,-1,1,-2,5,4
CCOc1ccc(S(=O)(=O)NC(Cc2cnc[nH]2)C(=O)O)cc1 (centres undefined),-1,-10,0,0,6,-5,0,-1,-15,-5
CC(=O)NC(CC(=O)NCC(c1ccco1)N(C)C)c1ccccc1 (centres undefined),1,8,0,-2,1,-6,6,1,0,-2
CC12CCC(C(=O)N3CCCCCC3)(OC1=O)C2(C)C (centres undefined),5,-12,1,-1,-4,-1,-7,2,2,4
CCn1nc(C)cc1C(=O)N1CCCC(N(C)CCc2ccc(OC)c(OC)c2)C1 (centres undefined),2,-15,-7,1,5,5,4,-2,5,-1
Cc1csc(-c2nc3ccccc3n2C(C)c2nc3ccccc3[nH]2)c1 (centres undefined),-9,-1,3,2,-7,·,5,-6,2,-1
CC1CN(C(=O)N2CCCCC2)CCN1C(=O)N1CCCCC1 (centres undefined),-4,0,-8,4,0,·,-4,-2,-4,-3
COc1ccc(C(C(=O)NCC2CCCO2)N(C(=O)c2snc(C(N)=O)c2N)c2ccc(C)cc2)cc1OC (centres undefined),-7,-3,-2,0,1,5,-2,-2,0,2
Cc1ccc(C(=O)C2=C(O)C(=O)N(c3ncccn3)C2c2ccccc2F)o1 (centres undefined),5,24,5,5,13,2,6,-2,-3,4
CN(CC(=O)Nc1ccccc1Br)c1ncnc2sccc12,2,10,0,0,4,-4,3,0,12,1
O=C(Nc1ccc2c(c1)C(=O)N(c1ccccc1)C2=O)C1CCCO1 (centres undefined),-8,1,-3,-2,6,-1,6,1,-10,2
COCCCNC(=O)CC1C[C@H](C(=O)N(C(C)C)C(C)C)[C@@]2(C)c3[nH]c4ccccc4c3CCN2C1=O (some centres undefined),-3,-10,-3,-5,-3,6,-3,-7,-4,4
CCCCNC(=O)C1(C(=O)C2CC2)CC(C(=O)OCC)=NO1 (centres undefined),0,8,0,-5,-5,·,·,-1,7,-3
CN(C)CCN1CCN(C2CN(Cc3cn(Cc4ccccc4C(F)(F)F)nn3)S(=O)(=O)C2)CC1 (centres undefined),-6,0,1,-5,2,·,2,1,8,4
Cc1noc(C)c1C(=O)NC(C)c1ccc(Cl)cc1Cl (centres undefined),0,4,-1,0,3,0,2,4,3,-3
O=C1C2C3CCC(O3)C2C(=O)N1c1cc(OCC(F)F)cc([N+](=O)[O-])c1 (centres undefined),-5,9,-1,0,1,7,8,0,2,5
COc1ccc(C2C(C(=O)c3ccccc3)=C(C)Nc3nc4ccccc4n32)c(OC)c1 (centres undefined),-19,1,4,-5,-3,11,1,-1,-3,3

# Gathered by group, those above containing a CF3 group (2)
SMILES,GC-B act,TDP2 absorb,rCAG RNA binder,PRMT1 FP inh,mABHD4 FP,HTRA1 inh,TCR CD3 inh,MBD2 inh,SIAE inh,LEDGF integ inh
CCCCCCCCN1C(=O)[C@H](CC(=O)NCc2cccc(C(F)(F)F)c2)C[C@@]2(C(=O)OCC)CCC=C12,10,-1,4,1,-4,·,0,0,-5,-3
CN(C)CCN1CCN(C2CN(Cc3cn(Cc4ccccc4C(F)(F)F)nn3)S(=O)(=O)C2)CC1 (centres undefined),-6,0,1,-5,2,·,2,1,8,4

# Continued.
SMILES,GC-B act,TDP2 absorb,rCAG RNA binder,PRMT1 FP inh,mABHD4 FP,HTRA1 inh,TCR CD3 inh,MBD2 inh,SIAE inh,LEDGF integ inh
O=C(CSc1ncn[nH]1)Nc1nc(-c2ccccc2)ns1,-6,-5,-2,-3,-5,-5,4,5,1,0
O=C(CCCn1c(=S)[nH]c2cc3c(cc2c1=O)OCO3)N1CCN(c2ccc(F)cc2)CC1,-4,-15,2,-2,-7,3,-6,-6,-4,3
Cc1ccc2c(c1)N(CCC(=O)NC1CC1)C(=O)C(C)O2 (centres undefined),4,-18,-1,-3,-3,10,-6,4,4,4
CC1CC(=O)c2cnc(NCC3CCCO3)nc2C1 (centres undefined),2,4,0,-1,-1,2,5,-1,5,1
O=C(NCc1ccccc1)C(c1ccco1)N1CCN(CCN2CCOCC2)CC1 (centres undefined),4,-3,2,1,0,·,-1,1,-9,-1
Cc1cnc(C(=O)NCC(=O)Nc2ccccc2Br)cn1,2,2,12,0,6,3,2,-3,10,0
O=C(Nc1ccccc1)N(CCc1nc2ccccc2[nH]1)C1CCCC1,-2,-7,-2,0,3,1,3,0,3,5
COc1ccccc1CN1CC(C(=O)N(CCO)Cc2cccs2)CCC1=O (centres undefined),-3,-2,-6,3,6,2,2,3,6,2
Cc1cccc(N2CCN(C(=O)c3ccc4c(=O)[nH]c5c(C(=O)NC6CCCC6)sc(=S)n5c4c3)CC2)c1C,7,0,10,-3,20,·,5,-7,-3,-1
Cc1ccc(NC(=O)CN(C)C(=O)Cn2cc(C(F)(F)F)ccc2=O)cc1,3,-14,-3,-2,9,0,8,-3,1,-1
O=S(=O)(Nc1nc2ccccc2nc1-[n+]1ccccc1)c1ccc(Cl)cc1,10,-1,-4,-1,-6,-3,9,0,-2,3
COCCCNC(=O)C[C@H]1C[C@H](C(=O)N(C(C)C)C(C)C)[C@@]2(C)c3[nH]c4cc(-c5ccco5)ccc4c3CCN2C1=O,-6,5,5,10,-10,7,-2,2,-11,7
O=C1CCC[C@@H]2CC(N3CCCCC3)C[C@@H]3CCN1[C@H]23 (some centres undefined),5,-1,2,6,1,2,4,3,-1,0
O=C(c1ccccc1)c1ccncc1,-1,10,1,-4,-5,12,-1,0,28*,4
